Bioassay records as filed in PubChem.
Ecoli WT growth – growth inhibitors of wild type E. coli, primary screen, strain BW25113 wild type, absorbance readout; 20,000 compounds, 0.05% hits; E. coli BW25113 growth inhibition, OD600; inhibition, % at 10 µM; in the data active = inhibition above about 40%;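 note: bacteria exposed to compound for 20 hours at 37 °C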
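Assay system: Bacterial strain in a whole-cell growth screen | Amount: Inoculum from a 1:1000 dilution of a 1.5 h subculture | Detection: Absorbance at 615 nm as a measure of bacterial growth | Timing: 20 h exposure, 37 °C | Buffer or medium: LB plus kanamycin 50 µg/mL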
* marks the source's active call; other numbers are inactive results. Only part of the results is shown; rates above refer to the full screens.

| Molecule | Ecoli WT growth |
| --- | --- |
| CCCOc1ccc(N2C(=O)CC(N3CCN(c4nc5ccccc5s4)CC3)C2=O)cc1 (stereo not given) | 17 |
| CC(C(=O)N1CCCCC1)n1sc2ccccc2c1=O (stereo not given) | 12 |
| Cc1cc(NC(=O)COc2ncnc3sc(C)c(C)c23)no1 | -2 |
| COc1ccc(CCNC(=O)c2cc(C(C)C)on2)cc1OC | 1 |
| Cn1c(=O)c2cn3c(c2n(C)c1=O)C(c1ccccc1)CC(c1ccccc1)=N3 (stereo not given) | -22 |
| Cn1c(=O)c2c(nc(SCC(=O)O)n2Cc2cccc(C(F)(F)F)c2)n(C)c1=O | -3 |
| O=S(=O)(Nc1cccc2cn[nH]c12)c1ccc(F)cc1 | 4 |
| Cn1c(CN2CCCC2)nc2cc(NC(=O)Nc3ccccc3)ccc21 | -19 |
| O=C(NCc1ccc2c(c1)OCO2)c1cccc(S(=O)(=O)N2CCOCC2)c1 | -28 |
| O=C(c1ccco1)N1CCN(S(=O)(=O)N2CCOCC2)CC1 | -19 |
| COC(=O)CSc1nnc(CSc2nc(C)cc(C)n2)n1Cc1ccco1 | -1 |
| COC(=O)C1=C(C)NC(=O)NC1c1cc(Cl)ccc1OC (stereo not given) | -8 |
| CO/C([O-])=N/c1c[n+](-c2ccc(C)cc2)no1 | -1 |
| COc1cccc(OCC(O)CN2CCN(CCO)CC2)c1 (stereo not given) | -4 |
| CCCC(=O)N1CC(=O)Nc2ccc(C)cc2C1c1ccc(F)cc1 (stereo not given) | 0 |
| CCn1c(CC(=O)Nc2ccc(C)cc2)nnc1SCC(=O)N1CCN(c2ccccc2)CC1 | -14 |
| O=C(c1ccco1)N1CCN(CCCCN2C(=O)c3ccccc3C2=O)CC1 | -2 |
| COc1ccc(CC(=O)n2nc(-c3ccccc3)nc2NCc2ccco2)cc1 | -15 |
| CCOC(=O)Cc1nnc2c(Nc3ccc(C)cc3)nc3nonc3n12 | 0 |
| O=C(Cn1c(CN2CCCCC2)nc2ccccc2c1=O)NCc1ccco1 | -22 |
| CCCCSc1nc2c(cnn2-c2ccc(F)cc2)c(=O)[nH]1 | -4 |
| CCN1C(=O)C2(C(C#N)=C(N)Oc3c2c(C)nn3-c2ccccc2)c2ccccc21 (stereo not given) | -14 |
| Nc1ccc2ncccc2c1 | -14 |
| COc1ccc(OCC(=O)N2CCN(C(=O)c3cccs3)CC2)cc1 | 7 |
| Cc1c(C(=O)OC(C)C)[nH]c2c1C(=O)CC(C)(C)C2 | -10 |
| O=C(Cn1nnc(-c2ccc(CN3CCOCC3)cc2)n1)NC1CCCCC1 | -2 |
| COc1ccc(CCNC(=O)CN(C2CCCCC2)S(C)(=O)=O)cc1 | -21 |
| CCC(C)c1ccc(NC(=O)C2CC2)cc1 (stereo not given) | 6 |
| COCC(C)NC(=O)c1ccc(Cl)c(Cl)c1 (stereo not given) | -3 |
| COc1ccc2c(c1)OC(O)(C(F)F)CC2=O (stereo not given) | 4 |
| Cc1ccc(C2C3CN(C(C)C)CC=C3C(C#N)=C(N)C2(C#N)C#N)cc1 (stereo not given) | 14 |
| O=C(CC12CC3CC(C1)CC(CC(=O)NC1=NCCS1)(C3)C2)NC1=NCCS1 | -15 |
| Cc1cc(=O)oc2c1c(C)nn2-c1ccc(C(=O)OC(C)C)cc1 | 0 |
| O=C(Nc1ccccc1C(=O)N1CCOCC1)C1CCC(=O)N1C1CCCC1 (stereo not given) | -5 |
| CCOc1ccc(NC(=O)NCCN2C(C)CCCC2C)cc1 (stereo not given) | -14 |
| Cc1ccc(C)c(OCCCC(C)(C)C(=O)O)c1 | 1 |
| CC(=O)Oc1c(S(=O)(=O)c2ccccc2)c(C)nn1C(C)(C)C | -16 |
| Cc1ccc(-n2ncc(C#N)c2/N=C/N2CCCCCC2)cc1 | -21 |
| N#Cc1ccccc1NC(=O)c1ccccc1OCC(=O)NCc1ccco1 | -1 |
| COc1cc(-c2nc(-c3cccc(C(F)(F)F)c3)no2)cc(OC)c1OC | 4 |

Next part (four carried over from the part before).
| Molecule | Ecoli WT growth |
| --- | --- |
| CC(=O)Oc1c(S(=O)(=O)c2ccccc2)c(C)nn1C(C)(C)C | -16 |
| Cc1ccc(-n2ncc(C#N)c2/N=C/N2CCCCCC2)cc1 | -21 |
| N#Cc1ccccc1NC(=O)c1ccccc1OCC(=O)NCc1ccco1 | -1 |
| COc1cc(-c2nc(-c3cccc(C(F)(F)F)c3)no2)cc(OC)c1OC | 4 |
| Cc1cccc(-c2noc(CCC(=O)Nc3ccccc3)n2)c1 | -1 |
| Clc1ccc(OCc2nc(-c3ccncc3)no2)c(Cl)c1 | 8 |
| Cc1nc(-c2cnn(-c3ccccc3)c2)c2cc(C)oc2n1 | -3 |
| O=P(O)(O)c1ccccc1OCCOCCOc1ccccc1P(=O)(O)O | -3 |
| O=C(CN1C(=O)c2ccccc2C1=O)Nc1ccc(S(=O)(=O)NCC2CCCO2)cc1 (stereo not given) | -4 |
| CC(NS(=O)(=O)c1ccc(F)cc1)C(=O)NCc1ccncc1 (stereo not given) | -7 |
| CCOC(=O)c1ccc(NC(=O)N2CCN(S(C)(=O)=O)CC2)cc1 | -13 |
| CCN(CC)CCNC(=O)c1cc(S(C)(=O)=O)ccc1OC | 17 |
| CCc1cc2c(=O)c(-c3nc4ccccc4[nH]3)coc2c(CN2CCC(C)CC2)c1O | -1 |
| Cc1ccc(-c2cc(-c3ccccc3Cl)c(C#N)c(N)n2)o1 | 7 |
| CCOC(=O)c1c(NC(=O)CSc2nnc(-c3ccco3)o2)sc(C(C)=O)c1C | -18 |
| COCC(=O)n1nc(-c2ccccc2)nc1NCc1ccc(F)cc1 | -9 |
| O=C(Nc1ccc2c(c1)OCO2)C(c1ccccc1)N1CCC2(CC1)OCCO2 (stereo not given) | 6 |
| CC(=O)Nc1ccc(S(=O)(=O)n2cnc(C)c2)cc1 | 9 |
| COC(=O)c1ccc(C)c(NC(=O)CN2C(=O)c3ccccc3S2(=O)=O)c1 | -27 |
| CC12CCC(C(=O)N3CCCCC3)(CC1=O)C2(C)C (stereo not given) | -1 |
| CCOC(=O)Cc1csc(NS(=O)(=O)Cc2ccccc2)n1 | -18 |
| CC(C)c1cc(NC(=O)C(C)(C)C)cc(C(C)C)c1O | -20 |
| CN1C(=O)CCC1(O)c1ccccc1 (stereo not given) | 6 |
| C/C(=C(\C#N)C(=O)NCCCN1CCOCC1)N(C)C | 3 |
| O=C(c1cccc(Cl)c1Cl)N1CCN(c2ccccn2)CC1 | -9 |
| CC1=C(C(=O)Nc2ccccc2)C(c2ccco2)n2ncnc2N1 (stereo not given) | 4 |
| CCOC(=O)C1(C)NC(c2ccc(OC)c(OC)c2)C2C(=O)N(CC)C(=O)C21 (stereo not given) | -3 |
| Cc1nn(C)cc1C1C2=C(CC(C)(C)CC2=O)OC2=C1C(=O)CC(C)(C)C2 | -4 |
| CCOC(=O)c1[nH]cnc1C(=O)Nc1ccncc1 | 3 |
| CCN1C(=O)c2ccc(C(=O)NCc3ccccc3)cc2C1=O | 22 |
| c1ccc(Cc2nnc3sc(-c4ccccn4)nn23)cc1 | -17 |
| Cc1csc(NC(=O)CCCSc2nc3ccccc3s2)n1 | -5 |
| Cc1cc(CN2CCN(CCC#N)CC2)c(O)c(C2(C)CCCCC2)c1 | 8 |
| CCN(C(=O)c1coc(=O)c(Br)c1)c1ccc2c(c1)OCO2 | -20 |
| Cc1cc(NC(=O)c2cc3nc(C4CC4)cc(C(F)(F)F)n3n2)no1 | -15 |
| COc1ccc(OC(=O)CCCN2C(=O)c3ccccc3C2=O)cc1 | -22 |
| CCOn1c(=O)c(=O)n(OCc2ccccc2)c2ccccc21 | -4 |
| CC1=C(C(=O)OC(C)C)C(c2cccs2)N2C(=O)CCSC2=N1 (stereo not given) | -2 |
| C=CCn1c(SCC(=O)NCC2CCCO2)nnc1C1CCCCC1 (stereo not given) | 7 |
| Cc1cc(C)n(C(=O)CNC(=O)c2ccco2)n1 | -21 |
| Cc1nn(-c2ccc(F)cc2)c2c1cc(C#N)c1nc3ccccc3n12 | 4 |
| O=C1COc2ccc(C(=O)c3ccccc3)cc2CN1 | -18 |
| Cc1c(C(=O)O)sc2ncn(C)c(=O)c12 | 5 |
| COC(=O)COc1ccc(S(=O)(=O)Nc2ccc(NC(C)=O)cc2)cc1C | -19 |
| CC1(C)CC(c2csc(N)n2)CCO1 (stereo not given) | -17 |
| CCc1nnc(NS(=O)(=O)c2ccc(N3C(=O)C4CC=C(Cl)CC4C3=O)cc2)s1 (stereo not given) | -26 |
| O=C(Nc1cccnc1)c1ccc(NC(=O)c2ccco2)cc1 | -22 |
| CC(C)Cc1nnc(NC(=O)CSc2nc(=O)cc(N)n2-c2ccccc2)s1 | -20 |
| Cc1cc(C)cc(C(=O)n2cnnc2N)c1 | 3 |
| COC(=O)C1=C(CSCc2ccco2)NC(=O)NC1c1cc(C)ccc1C (stereo not given) | 1 |
| O=S(=O)(c1ccccc1)c1nc(-c2ccco2)oc1NCCCN1CCOCC1 | 2 |
| Cc1ccc(-c2cc(C(F)F)n3ncc(C(=O)N4CCN(c5ccccn5)CC4)c3n2)cc1 | 1 |
| CCOc1ccc(Cn2nnc(C(=O)Nc3ccc(OC)cc3OC)c2N)cc1 | 2 |
| C1=C(CCNc2ncnc3c2cnn3-c2ccccc2)CCCC1 | -2 |
| CCOc1ccccc1CN1C(=O)c2ccccc2C1C(=O)NCC1CCCO1 (stereo not given) | 1 |
| Clc1ccc(-n2nnnc2Sc2ncnc3sccc23)cc1 | 7 |
| Cc1cc2c(C)cc(=O)oc2c2c1NCCC2 | -21 |
| COc1ccc(NC(=O)c2c(C)oc3c2CCCC3)cc1 | -21 |
| Cc1nonc1NC(=O)c1ccccc1Br | -2 |
| Cn1c(Cl)cnc1C1CC(=O)c2cc(Cl)ccc2O1 (stereo not given) | -4 |

The results go on.
| Molecule | Ecoli WT growth |
| --- | --- |
| O=C(c1ccco1)N1CCN(S(=O)(=O)Cc2ccc(Cl)cc2)CC1 | -17 |
| COc1ccccc1-c1nc(C(F)(F)F)c(OC)o1 | -6 |
| CCOc1ccc(NC(=O)C(C)O)c(NS(=O)(=O)c2ccc(CCNC(C)=O)cc2)c1 (stereo not given) | -20 |
| O=C(NC1C2CC3CC(C2)CC1C3)C1CC1 (stereo not given) | 2 |
| COc1cc(C(=O)Nc2nnc(CC(=O)N3CCOCC3)s2)cc(OC)c1OC | -18 |
| CCc1c(C)sc(NC(=O)CC#N)c1C#N | -25 |
| Cc1nc2cc(CO)ccc2n1C | 14 |
| CCn1c(SCC(=O)NC2CCCCC2)nnc1-c1cccs1 | -15 |
| O=S(=O)(c1ccccc1)N1CCN(Cc2ccccc2C(F)(F)F)CC1 | -21 |
| CC(=O)Nc1ccc(S(=O)(=O)N2CCN(CCCOc3cc(C)ccc3C)CC2)cc1 | 4 |
| CC1CC(C)CN(CCCNC(=O)COc2cc(=O)n(C)c3ccccc23)C1 (stereo not given) | -2 |
| Cc1cc(C(=O)Nc2cc(C)n(Cc3ccc(Cl)cc3)n2)no1 | -1 |
| O=S(=O)(c1cc(Cl)ccc1Br)N1CCOCC1 | -2 |
| CC(C)CCNC(=O)NC(=O)CSc1nnc(COc2ccccc2Cl)o1 | -2 |
| COc1cc(C2c3c(oc4c(C)cc(C)cc4c3=O)C(=O)N2Cc2cccnc2)ccc1O (stereo not given) | 0 |
| O=C(CNS(=O)(=O)c1ccc(F)cc1)N1CCN(c2ccc(F)cc2)CC1 | -4 |
| O=C(CCSc1ccccc1)N1CCN(C(=O)c2ccco2)CC1 | -4 |
| Cc1cnn(C(=S)NCCc2ccccc2)c1 | -20 |
| CCc1sc(NS(C)(=O)=O)nc1-c1ccccc1 | -20 |
| O=C(NCCN1CCOCC1)c1ccccc1-c1ccccc1 | 6 |
| COCCNC(=O)c1ccccc1NC(=O)CN(c1ccc2c(c1)OCO2)S(C)(=O)=O | -14 |
| Cc1cc(NC(=O)c2cnn3c(C(F)F)cc(C4CC4)nc23)no1 | -8 |
| COc1ccc2c(=O)c3c(=O)n(Cc4ccco4)c(C(C)C)nc3oc2c1 | -1 |
| CCN(CC)c1ccc2c(C)c(-c3ccc(N)cc3)c(=O)oc2c1 | -2 |
| CCCCNC(=O)CSc1nc2ccc(N3CCOCC3)cc2c(=O)n1CCc1ccccc1 | 8 |
| Cc1ccc(Br)cc1S(=O)(=O)N1CCN(c2ccccc2)CC1 | 4 |
| CC(=O)c1cccc(NC(=O)NCc2ccccn2)c1 | -8 |
| O=C(O)Cn1cc2c(n1)CCCC2 | 0 |
| O=C(c1c(F)c(F)c(F)c(F)c1F)N1CCN(c2cccc(C(F)(F)F)c2)CC1 | -7 |
| CC(=O)NS(=O)(=O)c1ccc(NS(=O)(=O)c2ccc(F)cc2)cc1 | -16 |
| CCOC(=O)N1CCN(C(=O)CN(c2ccc(C)cc2)S(=O)(=O)c2c(C)noc2C)CC1 | 13 |
| CCC(CC)C(=O)Nc1cc(C(=O)OC)cc(C(=O)OC)c1 | -18 |
| CCOC(=O)C1=C(C)N(C)C(=O)NC1c1ccc(C)s1 (stereo not given) | 3 |
| CCOC(=O)C1=C(N)N2C(=O)C(C)SC2=C(C(=O)OC)C1c1ccccc1OC (stereo not given) | -15 |
| Cc1cc2c(C)nc(-c3ccccc3)nc2o1 | -24 |
| COC(=O)CCc1c(C)c(C#N)c2nc3ccccc3n2c1N1CCCC1 | -1 |
| CCOC(=O)c1sc(NC(=O)c2ccc(CC)s2)nc1C | -18 |
| Cc1ccc(OCC(=O)Nc2ccc(-c3nc4ncccc4o3)cc2)cc1 | -8 |
| COc1cc(C(=O)O)nc2ccccc12 | -14 |
| CCc1ccc(CNc2ccc(N3CCN(C(C)=O)CC3)cc2)cc1 | -20 |
| Cc1ccc(CNC(=O)C2CCN(S(=O)(=O)c3cccs3)CC2)o1 | -3 |

In another format: 4 of the compounds above
> Cc1nc2cc(CO)ccc2n1C
- Ecoli WT growth: 14
> CCn1c(SCC(=O)NC2CCCCC2)nnc1-c1cccs1
- Ecoli WT growth: -15
> O=S(=O)(c1ccccc1)N1CCN(Cc2ccccc2C(F)(F)F)CC1
- Ecoli WT growth: -21
> CC(=O)Nc1ccc(S(=O)(=O)N2CCN(CCCOc3cc(C)ccc3C)CC2)cc1
- Ecoli WT growth: 4
